B2AR arrestin: recruits beta-arrestin to the human beta2-adrenergic receptor | P07550 | beta-arrestin recruitment to beta2AR, cell-based reporter | Potency, µM (top dose mostly 46.1 µM), without a hit: at the top dose activation, usual class: activators | 330,000 tested, 0.02% active;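 note: potency is the fitted concentration of half-maximal effect; 0% = DMSO controls and full agonism = EC100 isoproterenol or metaproterenol; nearly all actives have a fitted effect of over 65% in size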
p53 reactivator: mutant p53 re-activation in reporter cells | H1299 p53-A138V BP100-luciferase reporter, luminescence, 24 h | AID 504706 | 320,000 tested, 0.063% active | Potency, µM (series often up to 92.2 µM), inactives show at the highest dose activity change, positive = activation, most hits filed as activators; note: potency is the fitted concentration of half-maximal effect; % of control where 0% means no effect; nearly all actives have a fitted effect of over 45% in size
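H1299 (p53-null), stable ts p53-A138V + BP100-Luc; 1000 cells/well, Opti-MEM/10% FBS; cpd 4 pt, 1:5; 24 h, 37 deg C, 5% CO2; detection reagent 10 min RT; luminescence.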
BRCA1 expr act: activators of BRCA1 expression | 380,000 tested, 1.1% active | Potency, µM (top dose mostly 46.1 µM), for the others: at the top dose activation, usual class: activators | MCF7-BRCA1-FFLuc reporter, luminescence, 48 h; response scale: scaled: vehicle 0%, 10 µM genistein 100% | AID 624202; note: potency is the fitted concentration of half-maximal effect; nearly all actives have a fitted effect of over 80% in size; some results filed as inactive show a strong effect at the top dose
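Quantitative HTS in MCF7 cells stably reporting BRCA1 expression via firefly luciferase. Compound treatment lasts 48 h at 37 °C in phenol-red free MEM. Activation is expressed relative to genistein at 10 microM and DMSO.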
ELG1 repair inh: ELG1-dependent DNA repair inhibition | HEK293T ELG1-luciferase reporter, luminescence, 16 h; DNA damage induced by 5-fluorouridine | Potency, µM (series often up to 46.1 µM), inactives show top-dose activity change, negative = inhibition, usual class: inhibitors | 330,000 tested, 2.3% active; note: potency is the fitted concentration of half-maximal effect; % is set by controls: 0 for no effect and ±100 for the full control effect; nearly all actives have a fitted effect of over 55% in size
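Luminescence from the luciferase reporter, measured 30 min after ONE-Glo reagent at room temperature, was the read-out. Beforehand, 2,000 cells per well were exposed for 16 hr at 37 °C to 5-fluorouridine together with compound or vehicle.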
TCR activator: activators of T cell receptors. 330,000 tested, under 10 active. primary human leukocytes, anti-CD3, IL-2 HTRF, 48 h. Potency, µM (series often up to 9.22 µM), for inactives: at the highest dose activation of IL-2 secretion, usual class: activators; note: % of control where 0% means no effect
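48 hr co-incubation of compounds, a-CD3 beads and primary human leukocytes; IL-2 quantified homogeneously by HTRF with anti-IL-2 K and d2 conjugates.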
PTAP TSG101 blk: blocks PTAP/TSG101 interaction to inhibit HIV-1 budding | Q99816 | 340,000 tested, under 10 active | AID 493005 | Potency, µM (highest dose often 115 µM), inactives show top-dose activity change, negative = inhibition, most hits filed as inhibitors | Fluorescence polarization, FITC-PTAP peptide / Tsg101 binding; active = well fitted inhibition curve with a large enough effect in the main read-out, with a control signal flat, not every such curve was filed as active; inconclusive = small, poorly fitted or top-dose-only effect, or effect the other way, or a change in a side signal; inactive = no such curve, though single readings can be large or run the other way; note: potency is the fitted concentration of half-maximal effect; % of control where 0% means no effect
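Fluorescence anisotropy tracks displacement of a FITC-tagged PTAP peptide (50 nM) from the Tsg101 binding domain (10 uM), following a 20 min room-temperature incubation at pH 7.5.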
TRPV1 ag: activates the human vanilloid receptor TRPV1; TRPV1-expressing cells, Fluo-8 calcium influx, agonist mode; 320,000 tested, 0.19% active; activation, % at 8.33 µM; in the data active = activation above about 80%; inconclusive = between about 30% and that limit; note: 0% is about no effect
Target sequence (Q8NER1 whole entry, looked up): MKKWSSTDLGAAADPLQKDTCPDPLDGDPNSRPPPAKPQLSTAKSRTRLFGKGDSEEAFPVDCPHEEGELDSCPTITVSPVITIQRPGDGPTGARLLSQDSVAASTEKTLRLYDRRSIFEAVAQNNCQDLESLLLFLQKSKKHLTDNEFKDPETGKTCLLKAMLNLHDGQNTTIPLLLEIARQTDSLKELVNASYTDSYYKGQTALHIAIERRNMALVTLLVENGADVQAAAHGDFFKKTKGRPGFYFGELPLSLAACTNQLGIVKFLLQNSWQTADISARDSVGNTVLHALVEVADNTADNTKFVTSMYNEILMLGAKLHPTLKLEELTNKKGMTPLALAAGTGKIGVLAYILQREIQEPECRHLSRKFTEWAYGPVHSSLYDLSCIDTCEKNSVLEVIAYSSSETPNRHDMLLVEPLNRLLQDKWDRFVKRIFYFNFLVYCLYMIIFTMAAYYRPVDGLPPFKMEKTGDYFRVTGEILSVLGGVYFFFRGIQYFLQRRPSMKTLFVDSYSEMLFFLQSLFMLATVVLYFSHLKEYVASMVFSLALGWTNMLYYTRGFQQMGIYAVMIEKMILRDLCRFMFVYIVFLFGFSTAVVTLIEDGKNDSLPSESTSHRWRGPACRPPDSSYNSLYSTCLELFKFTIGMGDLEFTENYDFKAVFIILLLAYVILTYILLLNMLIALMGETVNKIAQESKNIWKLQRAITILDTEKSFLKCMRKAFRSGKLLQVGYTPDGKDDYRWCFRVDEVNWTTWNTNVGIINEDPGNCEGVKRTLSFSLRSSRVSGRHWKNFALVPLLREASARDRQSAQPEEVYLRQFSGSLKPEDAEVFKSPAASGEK
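TRPV1-expressing cells were cultured overnight at 35.5C and loaded with Fluo-8 calcium dye for 40 to 90 min at room temperature. After a 10 s baseline, compound was added and calcium influx was read kinetically for 3 min (ex 480/em 520 nm).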
Integrin act MD: activators of alpha7 integrin expression for muscular dystrophy; alpha7betagal myoblasts, beta-gal FDG fluorescence, 48 h; AID 624291; 350,000 tested, 0.064% active; Potency, µM (highest dose often 38.3 µM), inactives show at the highest dose activation, usual class: activators;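 note: potency is the fitted concentration of half-maximal effect; 100% = response of the positive control SU9516; nearly all actives have a fitted effect of over 60% in size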
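alpha7betagal+/- myoblasts (passage 13, 250/well) treated 48 h at 37C with compounds at 1:260 dilution of DMSO stock. Lysed, then beta-galactosidase activity read as FDG fluorescence (ex 480/em 540) after 30 min, with pre-read for autofluorescence.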
CXXC DNA block: blocks binding of human MLL CXXC domain to DNA; Q03164; MLL-CXXC / FITC-HOXA9 DNA fluorescence polarization; Potency, µM (highest dose often 115 µM), for inactives: top-dose activity change, negative = inhibition, actives largely listed as inhibitors; 290,000 tested, 0.037% active; active = well fitted inhibition curve with a large enough effect in the polarisation, with a control signal flat, not every such curve was filed as active; inconclusive = small, poorly fitted or top-dose-only effect, or effect the other way, or a change in a side signal; inactive = no such curve, though single readings can be large or run the other way; the % refers to the polarisation; note: potency is the fitted concentration of half-maximal effect
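Fluorescence polarization: 7 uM MLL-CXXC (stock) preincubated 5 min with compounds, then 50 nM fluorescein-HOX-A9 DNA (stock) added; 30 min ambient. Buffer 50 mM Tris-HCl pH 7.5, 50 mM NaCl, 1 mM DTT, 0.05% BSA.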
A-T KAP1 phos: potential ataxia-telangiectasia treatments restoring KAP-1 phosphorylation. Potency, µM (series often up to 57.5 µM), for the others: at the top dose activation, usual class: activators. […] A-T fibroblasts, KAP-1 phosphorylation AlphaLISA; neocarzinostatin DNA damage 30 min before lysis. AID 485349. 320,000 tested, 0.19% active; note: potency is the fitted concentration of half-maximal effect; % of control where 0% means no effect; nearly all actives have a fitted effect of over 45% in size
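ATM-like activity read as KAP-1 phosphorylation via AlphaLISA donor/acceptor antibody pairs after lysis and 6 hr at 25C. Cells were ATM-null patient fibroblasts ([…], hTERT), dosed 60 min, then exposed to the DSB inducer NCS for 30 min.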
* hit, by the source's call; ? = inconclusive; . = not tested or not shown; [ ] = another dose, or the depositor's remark. Unless noted, calls come from the whole dose curve; as a rule, active = well fitted curve in the direction sought with a large enough effect; inconclusive = small, poorly fitted or top-dose-only effect, or another doubt; inactive = no such curve, though single readings can be large; an effect the other way counts as inactive or inconclusive.

Values run as follows: p53 reactivator | ELG1 repair inh | CXXC DNA block | TRPV1 ag | TCR activator | BRCA1 expr act | A-T KAP1 phos | PTAP TSG101 blk | B2AR arrestin | Integrin act MD
CCCC(c1nnnn1CCc1ccccc1)N1CCC(C(N)=O)CC1 (configuration not stated)
 : -1% | -8% | -1% | -3 | 3%[46.1 µM] | 44% | -4% | -4% | 0.3% | 5%
Cc1cccn2c(=O)c(/C=C(\C#N)C(=O)NC3CCS(=O)(=O)C3)c(N3CCC(C(N)=O)CC3)nc12 (configuration not stated)
 : -15% | 22% | 22% | -1 | 1%[46.1 µM] | -13% | 6% | -4% | -0.2% | 17%
COc1ccc(NC(=O)N2CCCC2C(=O)NCc2ccccc2Cl)cc1 (configuration not stated)
 : ? | ? | -9% | -1 | . | 0% | 1% | -3% | -0.3% | 8%
CCN1CCN(Cc2c(O)ccc3c2O/C(=C\C=C\c2ccccc2)C3=O)CC1
 : -8% | ? | ? | 3 | -7%[46.1 µM] | -56% | -5% | 0% | -0.2% | -39%[inhibitor]
CCOC(=O)C1C2C=CC3(CN(Cc4ccco4)C(=O)C13)O2 (configuration not stated)
 : 13% | 22% | -4% | 1 | 2%[46.1 µM] | 2% | 2% | 0% | -0.3% | -24%
C=C(C)CNC(=S)N/N=C(\C)c1ccc(Cl)s1
 : ? | -17% | 3% | 23 | -3%[46.1 µM] | -65%[inhibitor] | -2% | -6% | -0.5% | -13%
Nc1c(Br)c(=O)[nH]c(=O)n1-c1ccccc1
 : 22% | 2% | -5% | 2 | 3% | -19% | 12% | -4% | 0.0% | 22%
Cc1ccc(S(=O)(=O)N2CCN(C(=O)c3ccccc3OCc3c(C)noc3C)CC2)cc1C
 : -14% | 9% | . | 12 | 7% | -1% | 3% | -5% | -0.5% | -24%
COc1ccc(NC(=O)N[C@@H](Cc2ccccc2)C(=O)NN)cc1
 : 1% | 13% | -5% | 4 | 7% | 6% | -8% | -3% | -0.6% | -11%
CCOC(=O)C1=C(COC(=O)COc2ccccc2OCC)NC(=O)NC1C (configuration not stated)
 : 9% | -2% | . | 4 | 2% | 17% | -3% | 1% | 0.5% | 14%
Cc1cccc(NC(=O)c2ccc3nc(N4CCOCC4)sc3c2)c1C
 : . | ? | -2% | 3 | -6% | 23% | 19% | -1% | -0.7% | 1%
Cc1ccc(Sc2ccc(N)cc2C#N)cc1
 : . | . | . | . | -9% | 26% | . | 0% | . | 14%
Cc1nc2oc3ccccc3c(=O)c2c(=O)n1Cc1ccccc1
 : 1% | -3% | -6% | 0 | 8% | -19% | 4% | -3% | -0.2% | -4%
CCOc1ncccc1C(=O)Nc1ccc(OC)c(S(=O)(=O)N2CCOCC2)c1
 : 17% | 3% | . | -3 | . | 7% | 2% | -2% | -0.3% | -31%
COC(=O)C(C)Sc1nc2c([nH]c3ccccc32)c(=O)n1C (configuration not stated)
 : -1% | 9% | 15% | 14 | -7% | -8% | 4% | -1% | 0.1% | 22%

Some of the entries so far, bar-delimited:
canonical_smiles | p53 reactivator | ELG1 repair inh | CXXC DNA block | TRPV1 ag | TCR activator | BRCA1 expr act | A-T KAP1 phos | PTAP TSG101 blk | B2AR arrestin | Integrin act MD
Cc1ccc(S(=O)(=O)N2CCN(C(=O)c3ccccc3OCc3c(C)noc3C)CC2)cc1C | -14% | 9% | . | 12 | 7% | -1% | 3% | -5% | -0.5% | -24%
COc1ccc(NC(=O)N[C@@H](Cc2ccccc2)C(=O)NN)cc1 | 1% | 13% | -5% | 4 | 7% | 6% | -8% | -3% | -0.6% | -11%
CCOC(=O)C1=C(COC(=O)COc2ccccc2OCC)NC(=O)NC1C (configuration not stated) | 9% | -2% | . | 4 | 2% | 17% | -3% | 1% | 0.5% | 14%
Cc1cccc(NC(=O)c2ccc3nc(N4CCOCC4)sc3c2)c1C | . | ? | -2% | 3 | -6% | 23% | 19% | -1% | -0.7% | 1%

Looked up above.
B2AR arrestin with `Cc1cccn2c(=O)c(/C=C(\C#N)C(=O)NC3CCS(=O)(=O)C3)c(N3CCC(C(N)=O)CC3)nc12` (configuration not stated) is entered as -0.2%
p53 reactivator with `Cc1ccc(S(=O)(=O)N2CCN(C(=O)c3ccccc3OCc3c(C)noc3C)CC2)cc1C` is entered as -14%

Next records.
Values run as follows: p53 reactivator | ELG1 repair inh | CXXC DNA block | TRPV1 ag | TCR activator | BRCA1 expr act | A-T KAP1 phos | PTAP TSG101 blk | B2AR arrestin | Integrin act MD
COc1ccc(-c2csc(N(Cc3ccco3)C(=O)c3cccs3)n2)cc1
 : 2% | -24% | 5% | -4 | -2% | 18% | 3% | -1% | -0.9% | -10%
CCOc1cc(C(N)=O)cc(Cl)c1OCC
 : -2% | -20% | -7% | 2 | 0% | 15% | 2% | -6% | -0.5% | ?
Cc1nnc(NC(=O)CSc2nnc(CC(=O)Nc3ccccc3C)n2C)s1
 : 15% | 7% | 1% | -1 | -6% | 5% | 4% | 0% | 0.0% | 5%
CCOC(=O)N1CCC(N2C(=O)c3ccccc3C2Nc2ccc(S(=O)(=O)N(CC)CC)cc2)CC1 (configuration not stated)
 : -3% | -22% | 5% | 3 | 6% | -16% | 2% | -1% | -0.1% | 8%
O=C(NCCCl)Nc1ccc(Cl)c([N+](=O)[O-])c1
 : -3% | ? | 3% | 4 | -6% | 18% | -2% | -3% | -0.2% | 1%
CC(=O)Oc1ccc(C(=O)Nc2ccc3c(c2)C(=O)N(CCC(=O)O)C3=O)cc1
 : 6% | -5% | 23% | -2 | -2% | 3% | . | -14% | -0.7% | 18%
COCc1nc(-c2ccc(-c3ccc(OC)cc3)nc2OC)no1
 : 1% | ? | -5% | ? | 0%[46.1 µM] | 0% | 2% | -6% | 0.3% | 5%
COc1ccc2ccccc2c1/C=N/NC(=O)c1cccc([N+](=O)[O-])c1
 : -5% | -5% | 0% | 4 | 5% | -2% | 10% | -4% | -0.7% | -43%[inhibitor]
CCn1cc(C(=O)NCC(OC)OC)c(=O)c2cc(S(=O)(=O)N3CCCC3)ccc21
 : -3% | -16% | 13% | 0 | 10% | -23% | -1% | -6% | -0.2% | 6%
Cc1cccc(C)c1OCC(=O)N1CCc2ccccc2C1
 : . | ? | -9% | -3 | -8% | 14% | 2% | -5% | -0.3% | -6%
Cc1onc(-c2ccccc2)c1C(=O)OCC(=O)N(CC(C)C)c1c(N)n(Cc2ccccc2)c(=O)[nH]c1=O
 : 3% | ? | . | -3 | 2% | -12% | 7% | 2% | 0.3% | -4%
CCOC(=O)c1c(-c2ccc(C)o2)csc1NC(=O)CN(C)CC(=O)Nc1ccc(C)cc1
 : 1% | 15µM* | -6% | 1 | 3% | -27% | . | -9% | 0.1% | -19%
O=C(CCC1CC(=O)Nc2ccccc21)NCc1ccc(F)cc1 (configuration not stated)
 : -2% | 2% | 5% | 0 | . | 2% | -6% | . | -1.2% | -3%
O=C(/C=C/c1ccc(S(=O)(=O)N2CCOCC2)cc1)N(CCO)Cc1ccccc1
 : 2% | ? | -6% | -2 | -8% | -1% | 2% | -3% | -0.3% | -38%
CC1(C)CC(NC(=O)c2cc(S(=O)(=O)N3CCOCC3)c(Cl)cc2Cl)CC(C)(C)N1
 : -5% | 11% | . | 3 | -3% | 4% | -1% | 1% | -0.6% | 6%
CC(C)Sc1nnc([C@H](Cc2ccccc2)NC(=O)OC(C)(C)C)o1
 : -3% | -6% | 0% | ? | -6% | 5% | -9% | -1% | 0.1% | ?
Cc1ccc(S(=O)(=O)N2CCCN(S(=O)(=O)c3ccc(C)c(C)c3)CC2)cc1C
 : 2% | 0% | -1% | 5 | -6% | -14% | -1% | 0% | -0.3% | 0%
CCc1ccc(CCC(=O)Nc2sc(C)c(C)c2C(=O)OC)o1
 : 4% | -5% | 2% | 8 | -3% | -48% | 13% | -4% | -0.2% | 6%
COC(=O)C(=O)C/C(=N/Nc1ncnc2ccccc12)c1ccc(Cl)cc1
 : ? | 2% | ? | 3 | -100% | -34% | 15% | -2% | 0.1% | 10µM*
O=S(=O)(c1ccccc1)N1CCc2ccccc21
 : . | . | . | . | -4% | 2% | . | 6% | . | -14%
Cc1nn(Cc2noc(C(=O)NCCCn3ccnc3)n2)c(C)c1Br
 : -5% | 1% | 17% | 3 | 0% | -29% | 1% | -3% | 0.1% | -10%
Cc1cc(=O)oc2c(C)c(OCC(=O)Nc3cccnc3)ccc12
 : ? | ? | 5% | -1 | 3% | 7% | -1% | -3% | 0.5% | 16%
Cc1cccc(C(=O)NCCNC(=O)c2ccccn2)c1
 : 0% | ? | 4% | -2 | 1% | 4% | 3% | -5% | 0.3% | -4%

From PubChem
